# MRP-1 activ: activators of MRP-1; 140,000 tested, 0.61% active; H69AR cells + doxorubicin, viability rescue, CellTiter-Glo; AID 799; viability increase, % at 10 µM;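 active = viability gain under doxorubicin at or above a set limit, the compound median plus 3 SD, cut at about 4.7% in these data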;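 also: MRP-1 overexpressing cells given doxorubicin 25 µM after compound pretreatment; 18-22 h compound pretreatment then 72 h with doxorubicin before readout; 0% = doxorubicin-only wells and 100% = vehicle-treated cells without doxorubicin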
# Measles CPE: protection of cells from measles virus; protection (pct of control), % at 4 µM; Measles virus-infected cells, CPE protection, absorbance; 140,000 tested, 1.5% active; in the data active = protection mostly above about 24%, no sharp cut-off; inactive = mostly below about 26%; also: some compounds called inactive have numbers as strong as hits
# Yeast growth inh: chemicals that inhibit yeast BB579 growth in restrictive medium (lifespan-shortening candidates). S. cerevisiae BB579 growth, OD615, 48 h. inhibition, % at 10 µM. 140,000 tested, 0.51% active. AID 804;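 active = inhibition above a set limit, 3 SD over the mean compound inhibition, cut at about 44% in these data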; also: inactives centre near -24
#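 controls = amphotericin B 10 µg/mL, positive | assay system = DeaD yeast strain BB579 | schedule = 48 h compound exposure at 30 °C after 4 h preincubation | detection = OD615 turbidity measurement | medium = restrictive CSMM-D medium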
# Yeast life ext: yeast lifespan extension. inhibition of the nicotinamide effect, % at 10 µM. 130,000 tested, 0.68% active. AID 775. S. cerevisiae growth with nicotinamide, OD615; deaD strain in restrictive glucose medium;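 active = inhibition above a set limit, placed 3 SD over the median of all compounds, cut at about 26% in these data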;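 also: 0% = nicotinamide-treated wells and 100% = cells grown without nicotinamide; some compounds called inactive have numbers as strong as hits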
#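 assay system = DeaD-strain S. cerevisiae | buffer or medium = restrictive glucose medium | reagent = 1.5 mM nicotinamide | compound = 10 µM single point, 0.25% DMSO | incubation = 48 h compound exposure at 30 °C, humidified | signal = OD615 measurement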
# E-sel TNF inh: TNF alpha driven E-selectin expression inhibition. HUVEC TNFa-induced E-selectin immunofluorescence, high content. AID 1246. 120,000 tested, 0.71% active. inhibition, % at 2 µM;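 active = inhibition above the batch mean plus 3 SD, and confirmed as a hit on visual image review, cut at about 43% in these data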;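 also: 0% = TNF-stimulated DMSO wells and 100% = unstimulated control wells; not every result past the cut was called active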
# Phagocytosis inh: macrophage phagocytosis inhibition | J774A.1 macrophage IgG-bead phagocytosis, imaging | inhibition, % at 5 µM | 110,000 tested, 0.07% active | AID 1029;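 active = inhibition above the mean of the plate negative controls plus 5 SD, cut at about 13% in these data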;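 also: phagocytic index as fraction of beads internalized from green versus red external bead signal; plate controls were DMSO negative control for no effect and cytochalasin-D positive control for full effect; some results beyond the cut were filed as inactive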
# HCT116 PTEN-null: suppresses growth of cells with PTEN deletion; HCT116 PTEN-null viability, CellTiter-Glo, 60 h; hits give low values; viability, % at 10 µM; 140,000 tested, 1.2% active;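 active = viability at or below a set limit, 4 SD under the median of all tested compounds, cut at about 3.7% in these data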;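 also: PTEN knockout HCT116 line with beta catenin targeted HCT116 as companion control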
# HCT116 bCat-KO: beta-catenin-lacking colon tumor cell growth suppression | HCT116 beta-catenin knockout viability, CellTiter-Glo, 60 h; hits give low values | viability, % at 10 µM | 140,000 tested, 1.5% active;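 active = viability at or under a set limit, the compound median less 4 SD, cut at about 6% in these data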;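 also: 0% = Hyamine 1622 control at 20 µM and 100% = untreated cell control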
# GALR2 blocker: GALR2 (human) receptor antagonism. AID 828. GALR2-expressing cells, antagonist mode. 140,000 tested, 0.39% active. O43603. inhibition, % at 4 µM; in the data active = inhibition above about 27%;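 also: cells stimulated with galanin 1-16 at roughly its EC80; 0% = agonist challenge control and 100% = basal control without agonist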
# Target sequence (O43603 whole entry, looked up): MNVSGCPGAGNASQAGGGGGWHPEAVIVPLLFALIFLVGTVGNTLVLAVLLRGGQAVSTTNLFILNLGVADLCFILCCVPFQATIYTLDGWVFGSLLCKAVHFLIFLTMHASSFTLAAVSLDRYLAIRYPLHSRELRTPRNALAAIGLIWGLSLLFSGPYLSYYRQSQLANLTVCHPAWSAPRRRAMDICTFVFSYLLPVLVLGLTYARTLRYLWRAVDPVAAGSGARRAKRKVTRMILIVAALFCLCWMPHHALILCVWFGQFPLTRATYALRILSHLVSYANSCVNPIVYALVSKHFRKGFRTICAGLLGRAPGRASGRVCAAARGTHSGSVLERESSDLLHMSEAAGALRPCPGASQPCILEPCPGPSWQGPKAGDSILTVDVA
# NPY Y2 blocker: NPY-Y2 (human) receptor antagonism. 140,000 tested, 0.99% active. NPY-Y2 expressing cells, antagonist mode. inhibition, % at 2.7 µM. P49146. AID 793; in the data active = inhibition above about 17%;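 also: 0% = vehicle with agonist challenge and 100% = reference antagonist with challenge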
# Target sequence (P49146 whole entry, looked up): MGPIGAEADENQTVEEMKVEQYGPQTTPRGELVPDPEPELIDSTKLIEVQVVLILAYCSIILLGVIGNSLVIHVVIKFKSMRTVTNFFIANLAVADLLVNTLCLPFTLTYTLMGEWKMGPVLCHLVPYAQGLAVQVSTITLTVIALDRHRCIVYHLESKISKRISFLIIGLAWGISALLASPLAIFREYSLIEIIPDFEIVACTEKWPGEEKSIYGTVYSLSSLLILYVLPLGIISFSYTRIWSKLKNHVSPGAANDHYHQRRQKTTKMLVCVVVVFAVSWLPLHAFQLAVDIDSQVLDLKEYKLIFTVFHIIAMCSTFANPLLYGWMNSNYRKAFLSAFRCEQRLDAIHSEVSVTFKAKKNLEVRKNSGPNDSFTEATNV
# * = called active by the depositor; x = not tested or not shown; & = joins results of further samples.
SMILES,MRP-1 activ,Measles CPE,Yeast growth inh,Yeast life ext,E-sel TNF inh,Phagocytosis inh,HCT116 PTEN-null,HCT116 bCat-KO,GALR2 blocker,NPY Y2 blocker
COc1ccc(N(Cc2ccccc2)C(=O)CSc2nnc(Cn3nnc4ccccc43)o2)cc1,0.1,5,-27,-8,8,0,88&76,97,7,2
CC1(C)Cc2nc3oc4c(NCc5ccccc5)ncnc4c3cc2CO1,-0.4,29,-40,-8,2,-2,99,112,12,1
Clc1ccc(OCc2nnnn2-c2ccccc2)cc1,7.3*,13,-25,-7,x,-6,87,87,15,2
Brc1ccccc1C1=Nn2c(nnc2-c2ccccc2)SC1,-1.4,7,-22,-9,10,0,61,72,9,5
CCN(Cc1ccccc1)C(=O)C1CCN(Cc2ccc(OC)c(OC)c2OC)CC1,-3.4,14,-28,-9,x,-2,76,81,4,6
O=C(CN1C(=O)c2cccc3cccc1c23)Nc1ccc2c(c1)OCO2,-1.4,7,-41,-20,-39,x,97,102,8,2
CCOc1ccc(OCC)c(NC(=O)C2CCN(c3ncccn3)CC2)c1,-1.0,6,-6,-6,-18,2,95,94,-3,2
CC(=O)NCCn1c(C)cc2ccccc21,-0.5,9,-51,1,x,-2,102,92,x,x
O=c1c2cnn(-c3ccccc3)c2nnn1/N=C/c1cccnc1,2.3,1,-43,-15,17,x,91,95,-7,1
CCOC(=O)N1CCN(c2cc(=O)n(C3CCCCC3)c(=O)[nH]2)CC1,-1.1,18,-20,-3,x,0,88,97,-2,1
CC(=O)Nc1nc(C)c(S(N)(=O)=O)s1,-0.9,9,-7,-1,x,0,96,84,7,0
CCCCn1c(SCc2nc3ccccc3s2)nc2cc(S(N)(=O)=O)ccc21,-5.3,40*,-11,-3,28,-1,46,54,-3,7
Cc1ccc(C(C(=O)NCc2ccco2)N(C(=O)CNC(=O)c2cccs2)c2c(C)cccc2C)cc1 (configuration not stated),-4.5,47,-27,-1,x,-10,100,10,2,0
Nc1ccc(Nc2nc(-c3ccncc3)cs2)cc1,-2.1,2,-68,-6,28,0,45,52,2,0
Cn1c(SCc2nc3ccccc3[nH]2)nnc1-c1cccnc1,-0.5,7,-46,-7,x,0,101,92,11,0
COc1ccc(-n2c(N)c(C#N)c3ccc([N+](=O)[O-])cc3c2=O)cc1,0.0,12,-20,0,x,-5,96,98,14,2
C/C(Sc1nnc(Cc2ccccc2)o1)=C(/O)c1ccccc1,0.6,15,-10,-4,x,-1,97,96,5,-1
Cc1cc(C)c(-c2csc(NC(=O)c3cc([N+](=O)[O-])ccc3N3CCOCC3)n2)c(C)c1,-2.4,7,-18,-5,-17,-6,66,73,-15,0
OCc1nc(CO)n(Cc2ccccc2)n1,-1.4,2,-16,x,-9,x,88,97,-7,-1
Cc1cc(=O)oc(C)c1C(=O)NCC(C)NC(=O)c1c(C)cc(=O)oc1C (configuration not stated),0.2,4,-68,-1,x,0,102,95,4,3
CC1(c2ccccc2)NC(=O)N(CC(=O)Nc2cccc(C#N)c2)C1=O (configuration not stated),-1.3,13,-24,-10,x,1,95,103,6,-1
Cc1c(N=Cc2c(O)n(C)c(=O)c3ccccc23)c(=O)n(-c2ccccc2)n1C,-1.1,9,-16,-12,3,-2,92,91,-6,-1
CCC(=O)N1CCc2cc(Br)cc(S(=O)(=O)CC(=O)OC)c21,0.0,28,-7,-5,12,-2,93,104,3,-2
CCOc1cc(S(=O)(=O)N2CCCC2)ccc1Cl,-1.2,16,-20,20,12,1,96,93,-14,-1
CC(CCc1ccco1)NC(=O)Cn1nc(Cc2ccncc2)c2ccccc2c1=O (configuration not stated),-1.1,4,0,-11,14,0,91,84,7,4
CC(C)N(c1ccccc1)c1ccc(NC(=O)COC(=O)CCN2C(=O)c3cccc([N+](=O)[O-])c3C2=O)cc1,-0.6,6,-8,1,x,-1,79,77,-7,-3
CCOC(=O)c1cnc2c(Cl)cccc2c1NCCN1CCOCC1,-1.8,15,-39,2,x,-5,85,93,0,2
COc1ccc(C2N(c3cc(Cl)ccc3OC)C(=O)C3CCCN32)cc1 (configuration not stated),-3.4,6,-2,-2,x,1,98,93,-10,0
COc1ccc(-c2c3c(=O)n(C)c(=O)n(C)c3cn2N2CCOCC2)cc1,-4.5,6,-23,-13,-45,0,91,77,-2,7
Cc1nc2cc(O)ccc2n1C,-1.0,29,-9,1,9,-1,85,90,-4,0
CC1(C)CC(=O)C2=C(C1)OC(N)=C([N+](=O)[O-])C2c1cccs1 (configuration not stated),1.1,5,-20,28*,x,-6,99,93,1,1
CCc1nc(NCCCCCO)c2nnn(Cc3ccccc3F)c2n1,-1.1,1,-24,-7,11,0,91,88,-13,1
Cc1ccc(CCNc2ccccc2)c[n+]1[O-],0.1,17,-40,x,-8,0,103,91,10,0
CC(C)(C)NC(=O)NC(=O)COC(=O)c1ccc2c(c1)S(=O)(=O)N=C1CCCCCN12,0.9,8,-14,-2,x,-6,103,92,1,-2
c1coc(CNc2ncnc3sc4c(c23)CCCCC4)c1,-3.1,3,-14,-9,-34,0,45,58,7,4
O=c1cc(O)sc2ccccc12,-2.5,5,1,4,-2,-1,97,106,-8,-1

# One compound at a time, as listed above. Values in the order: MRP-1 activ	Measles CPE	Yeast growth inh	Yeast life ext	E-sel TNF inh	Phagocytosis inh	HCT116 PTEN-null	HCT116 bCat-KO	GALR2 blocker	NPY Y2 blocker
# `CC(C)N(c1ccccc1)c1ccc(NC(=O)COC(=O)CCN2C(=O)c3cccc([N+](=O)[O-])c3C2=O)cc1` in the list: -0.6	6	-8	1	x	-1	79	77	-7	-3
# `O=c1cc(O)sc2ccccc12` in the list: -2.5	5	1	4	-2	-1	97	106	-8	-1
# `COc1ccc(C2N(c3cc(Cl)ccc3OC)C(=O)C3CCCN32)cc1` (configuration not stated) in the list: -3.4	6	-2	-2	x	1	98	93	-10	0
# `CC1(C)CC(=O)C2=C(C1)OC(N)=C([N+](=O)[O-])C2c1cccs1` (configuration not stated) in the list: 1.1	5	-20	28*	x	-6	99	93	1	1

# Next part.
SMILES,MRP-1 activ,Measles CPE,Yeast growth inh,Yeast life ext,E-sel TNF inh,Phagocytosis inh,HCT116 PTEN-null,HCT116 bCat-KO,GALR2 blocker,NPY Y2 blocker
CCOC(=O)Cn1nnnc1CN(Cc1cccs1)Cc1cc2cc(C)cc(C)c2[nH]c1=O,-0.8,6,-44,-6,19,0,93,85,-4,5
CC(OC(=O)c1ccc(S(=O)(=O)NCc2ccco2)cc1)C(=O)Nc1ncc(Cl)cc1Cl (configuration not stated),-1.1,10,-37,3,x,-2,97,84,5,1
Cc1nn(Cc2ccc(C(=O)n3cccn3)o2)c(C)c1Br,2.1,2,-35,x,-14,x,93,95,1,3
Cc1nn(-c2ccccc2)c(Cl)c1C(=O)OC(C)C(=O)Nc1ccc2c(c1)OCO2 (configuration not stated),-2.6,1,-20,4,-16,-2,82,89,11,5
Cc1nc(SCC(=O)NCc2ccco2)c2c3c(sc2n1)CCCC3,-2.4,23,-57,-5,x,1,72,67,-16,24*
O=c1nc(-c2ccccc2)cc(-c2ccccc2)[nH]1,-1.2,5,-13,-10,-22,0,100,118,12,2
Cc1cc(C)n(Cc2ccc(C(=O)Nc3ccc(Br)cc3C)o2)n1,-0.6,13,-63,0,10,1,86,91,-5,1
Cc1ccc(CCN2CC(C(=O)NC3CCCC3)CC2=O)cc1 (configuration not stated),-1.4,5,-24,-8,14,-1,104,109,-2,3
CCOC(=O)c1sc(NC(=O)Nc2ccccc2)cc1C,-4.5,2,-14,-7,-12,-6,8,10,15,0
Cc1ccccc1OCc1nnc(SCC(=O)Nc2ccc3c(c2)oc2ccccc23)n1C,-0.4,3,-31,-11,-26,-1,98,92,8,-2
c1cc(CNc2ccc(N3CCOCC3)cc2)ccn1,-1.0,16,-34,-17,10,-1,100,90,1,-2
COc1ccc2nc(NC(=O)CCN3C(=S)NC(C)(C)CC3C)sc2c1 (configuration not stated),-0.1,16,-49,6,x,-4,103,97,10,2
COc1cc(/C=C(\NC(=O)c2ccccc2)C(=O)Nc2cccc(O)c2)c([N+](=O)[O-])cc1OC,-1.0,2,-17,-8,-31,1,107,108,6,0
CN1CCN(c2nc(C(N)=O)cc(-c3ccccc3)n2)CC1,-4.5,5,-29,-4,-28,x,102,93,5,3
Cc1sc(N/N=C/c2ccco2)nc1-c1ccccc1,-1.6,18,-36,-7,x,-5,69,73,15,-1
O=C(NCC1CCC(C(=O)O)CC1)c1cccnc1 (configuration not stated),-0.1,4,-36,-5,17,0,104,101,8,4
CCc1ccc2oc(-c3cccc(N)c3)nc2c1,-3.7,6,-13,-29,-4,-1,80,86,11,-2
CCOC(=O)/C=c1\s/c(=C(\C#N)C(=O)OCC)n(-c2ccccc2)c1=O,-2.8,28,-14,0,-1,x,87,78,-6,0
CCOC(=O)c1cccc(S(=O)(=O)N(CCO)Cc2cc3cc(OC)c(OC)cc3[nH]c2=O)c1,-1.1,8,-18,-9,24,-1,100,96,-6,-2
COc1cc(/C=N/NC(=O)c2cccnc2)ccc1OC(=O)c1ccc2c(c1)OCO2,-1.3,21,-30,-17,-9,x,93,90,-2,5
O=C(NNC(=O)c1ccccc1Br)c1cccc(Cl)c1,-1.5,2,-19,-4,13,-1,97,91,6,1
Cc1ccnc(NC(=O)Nc2ccc(F)cc2)c1,0.2,15,-34,-20,7,-2,78,87,14,5
COc1ccc(C(=O)Nc2ccc(-c3ccc(NC(=O)c4ccc(OC)cc4)c(OC)c3)cc2OC)cc1,-2.3,12,-27,1,x,-4,87,78,-2,-1
CCOc1ccccc1C1C(C(N)=O)=C(C)Nc2nc(-c3ccccc3Cl)nn21 (configuration not stated),-2.5,8,-37,-4,16,-1,90,86,-7,-2
CCN1C(=O)C2C(C1=O)N1C(c3ccccc3)C3C(=O)N(CC)C(=O)C3N1C2c1ccccc1 (configuration not stated),-0.3,19,-42,-7,3,0,97,97,3,-1
CN=C1CC(C)(C)CC(=O)/C1=C(/O)CCC(=O)NC,-0.7,5,-24,-2,24,x,94,105,7,1
O=C(Nc1ccc(N2CCN(Cc3ccccc3)CC2)cc1)c1cccnc1,-1.7,15,-69,9,-10,2,104,92,9,-4
CC1=NN(c2ccccc2)C(=O)/C1=C/C=C/c1ccccc1,-5.4,0,-20,2,x,-1,3.2*,3.4*,2,0
O=C1NCCCCC1NC1CC(=O)N(c2ccccc2)C1=O (configuration not stated),-0.3,6,-48,-8,x,-1,95,85,-4,0
O=C(CN1CCN(c2ccccn2)CC1)NC1CCCCC1,-3.5,5,-5,-2,-8,-3,97,93,13,-1
CCCCOC(=O)CCn1c(=S)oc2ccccc21,1.6,2,-40,-8,66*,0,92,104,4,1
O=C(Nc1nc(-c2ccc(S(=O)(=O)N3CCCCCC3)cc2)cs1)c1cccs1,-0.5,17,-71,0,-5,x,76,68,-6,0
CCOC(=O)C1NC(=O)CC1c1ccccc1 (configuration not stated),0.5,13,-27,-9,1,x,106,93,2,1
COc1ccccc1N(CCC#N)C(=O)CSc1ccc2c(c1)OCCO2,-0.8,25,-20,-1,x,1,97,88,-6,3
CCn1c(C)[n+](CCCS(=O)(=O)[O-])c2cc(Cl)c(Cl)cc21,0.1,8,-2,-9,2,x,99,104,-11,1
